D2 agonist: agonists of human D2 dopamine receptor; activation, % at 2 µM; hit rate 0.53% among 340,000; AID 485358; HEK293 T-REx D2 cells, calcium flux agonist mode;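 active = activation over 3 SD above normal in the single-dose calcium agonist read, cut at about 30% in these data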; note: 0% is about no effect
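HEK293 Trex D2 cells, tetracycline-induced, o/n 30 C 5% CO2; no-wash Ca dye, RT 30–90 min; 10-cycle baseline, 23 nl cpd added, kinetic Ca read 180 s; agonist hits = positive Ca response.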
USP1 inh: inhibitors of human USP1/UAF1 deubiquitinase; recombinant USP1/UAF1, Ub-Rhodamine cleavage fluorescence; Potency, µM (titrated, usually from 57.1 µM), inactives show top-dose activity change, negative = inhibition, usual class: inhibitors; hit rate 0.23% among 390,000; note: potency is the fitted concentration of half-maximal effect; % is set by controls: 0 for no effect and ±100 for the full control effect; nearly all actives have a fitted effect of over 60% in size; inactives centre near -12
Target sequence (O94782 whole entry, looked up): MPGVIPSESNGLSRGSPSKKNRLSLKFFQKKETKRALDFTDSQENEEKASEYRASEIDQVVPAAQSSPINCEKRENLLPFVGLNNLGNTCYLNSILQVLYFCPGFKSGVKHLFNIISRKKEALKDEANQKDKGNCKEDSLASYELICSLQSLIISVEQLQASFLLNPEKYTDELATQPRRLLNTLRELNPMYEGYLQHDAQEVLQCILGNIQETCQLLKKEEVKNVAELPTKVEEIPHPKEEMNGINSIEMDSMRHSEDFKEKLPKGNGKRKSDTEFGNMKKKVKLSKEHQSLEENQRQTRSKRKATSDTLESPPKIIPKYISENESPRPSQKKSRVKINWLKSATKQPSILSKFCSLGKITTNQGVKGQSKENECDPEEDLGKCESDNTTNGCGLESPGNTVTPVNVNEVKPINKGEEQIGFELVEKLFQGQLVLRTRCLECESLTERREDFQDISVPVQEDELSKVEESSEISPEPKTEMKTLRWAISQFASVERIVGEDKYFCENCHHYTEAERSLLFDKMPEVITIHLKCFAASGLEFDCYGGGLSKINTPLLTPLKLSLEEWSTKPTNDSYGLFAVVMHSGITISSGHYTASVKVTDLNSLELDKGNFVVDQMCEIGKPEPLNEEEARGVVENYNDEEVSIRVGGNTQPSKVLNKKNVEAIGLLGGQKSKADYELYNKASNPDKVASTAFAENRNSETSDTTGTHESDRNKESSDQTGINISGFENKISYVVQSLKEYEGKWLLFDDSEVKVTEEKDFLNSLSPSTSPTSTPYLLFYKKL
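High-throughput fluorogenic screen: 1nM USP1/UAF1 complex, Ub-Rho substrate 150nM final, 50mM HEPES pH 7.8 with 0.5mM EDTA, 0.1 mg/ml BSA, 1mM TCEP and 0.01% Tween-20.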
TrxR1 substrate: substrates of rat thioredoxin reductase 1; hit rate 0.01% among 390,000; purified TrxR1 substrate turnover, NADPH consumption readout; AID 588456; O89049; Potency, µM (highest dose often 114 µM), for inactives: at the top dose activity change, negative = substrate turnover; note: potency is the fitted concentration of half-maximal effect; % is set by controls: 0 for no effect and ±100 for the full control effect; nearly all actives have a fitted effect of over 50% in size
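Rat TrxR1, dispensed at 90 nM, was prereduced with 400 uM NADPH (final) for 5 min at ~22 deg C, then incubated with compound 15 min before 400 uM selenite. A first-read NADPH fluorescence drop versus no-compound background flagged substrates.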
TRHR agonist: agonists of human TRH receptor; P34981; TRHR cells, calcium flux fluo-8, FDSS agonist mode; activation, % at 2 µM; hit rate 0.18% among 360,000; in the data active = activation above about 30%; note: 0% is about no effect
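Fluo-8-loaded TRHR cells; 10 s baseline, compound added, kinetic Ca2+ fluorescence read 1/s, agonist mode.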
PI4K2A inh: blocks human PI4K2A kinase activity. activity change, negative = inhibition, % at 76.9 µM. hit rate 0.13% among 420,000. purified PI4K2A, ADP-Glo luminescence, 1 h; stronger effect = lower value; in the data active = activity change below about -50%; inconclusive = mostly about -30% to -49%;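 note: -100% = wells without enzyme as full effect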
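PI4K2A activity was measured by ADP-Glo luminescence: enzyme (4 ug/mL stock) and phosphatidylinositol (1.2 mM stock) in Tris pH 7.5/MgCl2/EGTA/Triton X-100 buffer were reacted with ATP (300 microM stock) for one hour at ambient temperature.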
mIDH1 inhibitor: inhibitors of human mutant IDH1 R132H; IDH1-R132H enzyme, NADPH consumption, diaphorase/resazurin fluorescence; Potency, µM (top dose mostly 76.6 µM), inactives show at the top dose activity change, negative = inhibition, usual class: inhibitors; hit rate 0.093% among 390,000; note: potency is the fitted concentration of half-maximal effect; % is set by controls: 0 for no effect and ±100 for the full control effect; nearly all actives have a fitted effect of over 65% in size
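IDH1-R132H (0.5 ug/mL) preincubated 30 min with compound, then NADPH (0.016 mM) and alpha-KG (2 mM) added; 80 min at RT, pH 7.5. Remaining NADPH coupled via diaphorase/resazurin to fluorescence (540/590 nm); concentration-response curves normalized to no-enzyme control.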
D2 antag: D2 dopamine receptor (human) antagonism; hit rate 2% among 340,000; AID 485344; HEK293 TREx D2 cells, calcium flux, dopamine EC80; P14416; inhibition, % at 10 µM; in the data active = inhibition above about 30%; note: 0% is about no effect
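Tetracycline-induced HEK293 TREx cells expressing D2 receptor forced-coupled to calcium signalling, loaded with no-wash calcium dye. Compounds added and calcium flux read 180 s, then dopamine added at EC80 and read a further 180 s.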
TRHR enhancer: allosterically enhances the human TRH receptor; P34981; TRHR cells, fluo-8 calcium fluorescence, EC20 TRH enhancement; enhancement, % at 2 µM; hit rate 0.66% among 360,000; in the data active = enhancement above about 30%; note: 0% is about no effect
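Enhancer read-out: after compound pinning and an initial kinetic agonist-mode read, an EC20 of TRH (10 nM final) was injected and fluo-8 calcium signal (Ex 480/Em 530) followed at 1 s/cycle for 100 cycles in TRHR-expressing cells.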
TrxR1 inh: blocks rat thioredoxin reductase 1; O89049; Potency, µM (top dose mostly 114 µM), for inactives: at the top dose activity change, negative = inhibition, actives largely listed as inhibitors; recombinant rTrxR1, NADPH fluorescence consumption, selenite substrate; hit rate 1% among 390,000; note: potency is the fitted concentration of half-maximal effect; % is set by controls: 0 for no effect and ±100 for the full control effect; nearly all actives have a fitted effect of over 65% in size
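Rat TrxR1 (90 nM in the dispensed reagent) was pre-reduced with 400 uM NADPH for 5 min at room temperature, then incubated with compound for 15 min. After 400 uM selenite was added, NADPH fluorescence (Ex 340/Em 450 nm) was followed for 8 min.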
An asterisk follows results filed as active; ? = inconclusive; · = not tested or not shown; [ ] = dose if it differs, or a comment. Unless noted, calls come from the whole dose curve; as a rule, active = well fitted inhibition curve with a large enough effect; inconclusive = small, poorly fitted or top-dose-only effect; inactive = no such curve, though single readings can be large or run the other way. Outcome played no part in choosing rows; 3.9% or so of the library scored in one or more.

SMILES	D2 agonist	USP1 inh	TrxR1 substrate	TRHR agonist	PI4K2A inh	mIDH1 inhibitor	D2 antag	TRHR enhancer	TrxR1 inh
CC(=O)Nn1cnc2c(c1=O)C1(CCCC1)Cc1ccccc1-2	0.2	4%	-5%	0.3	0	5%	-20	-3	-5%
CCS(=O)(=O)N1CCc2cc(C(=O)NCCc3ccc(OC)cc3)ccc21	·	-4%	-12%	-1.1	-3	8%	·	-1	-13%
Cn1ncc(C#N)c1/N=C/N(Cc1ccccc1)Cc1ccccc1	1.1	-9%	-5%	-0.3	2	-8%	0	1	7%[57.1 µM]
Cc1ccc(NC(=O)C2C3C=CC4(O3)C2C(=O)N(CCN2CCOCC2)C4C(=O)NC2CCCCC2)cc1C (stereo unspecified)	0.4	2%	0%	0.2	1	-3%	1	-1	13%
CC(OC(=O)c1ccc(=O)n(Cc2ccccc2)n1)C(=O)Nc1cccc(Cl)c1 (stereo unspecified)	-0.1	-13%	-16%	-0.1	-1	-1%	-3	0	-8%
N#CCCN1CCN(S(=O)(=O)c2ccc(S(=O)(=O)N3CCCCCC3)cc2)CC1	0.9	-10%	5%[57.1 µM]	0.4	3	-8%	4	6	-5%[57.1 µM]
O=C(NC1CCCCC1)C(c1cccs1)N(C(=O)c1ccccn1)c1ccccc1 (stereo unspecified)	0.6	-25%	13%	-1.4	1	?	-9	-3	34%
O=C(Nc1ccc(F)cc1)[C@H](Cc1ccccc1)N1Cc2ccccc2C1=O	-0.9	-32%	5%	0.2	-17	19%	·	5	28%
CC1(C)CC(=O)C(C=NCCCn2ccnc2)=C(O)C1	5.2	-13%	6%	0.3	3	16%	-9	-4	18%
COC(=O)Cn1cnc2c(nnn2-c2ccc(OC)cc2)c1=O	1.0	-22%	17%	0.1	1	2%	10	-5	35%
Cn1cc(/C=C(\NC(=O)c2ccccc2Cl)C(=O)NCCCn2ccnc2)c2ccccc21	1.1	-3%	-3%	0.7	1	-10%	9	-4	17%
CC/C(=N/NC(=O)c1ccccc1)c1ccc(OCCN2CCOCC2)cc1	0.4	-4%	3%	0.1	-4	1%	26	2	7%
COc1cc(NC(=O)N2CCc3c(sc4c3CCCC4)C2c2ccccc2)cc(OC)c1OC (stereo unspecified)	0.8	-19%	6%[57.1 µM]	-0.1	-3	-4%	·	-2	21%[57.1 µM]
CCn1c(SCc2ccc(C#N)cc2)nnc1-c1cccc(Cl)c1	-0.1	-19%	7%	-0.6	2	2%	9	-1	13%
COc1ccc(Cl)cc1NC(=O)Cn1c(=O)n2nc(-c3ccccc3)nc2c2ccccc21	0.5	-8%	4%	-0.2	-6	0%	·	-6	19%
O=C(O)c1cccc([N+](=O)[O-])c1C(=O)Nc1nc2ccccc2s1	1.7	-7%	3%	0.5	-8	-12%	-15	0	25%
Cc1ccc(/C=C/c2nc3ccccc3s2)s1	·	-22%	-10%	0.2	?	4%	·	-4	-27%
COC(=O)[C@H](CCSC)NC(=O)N1CCN(Cc2ccccc2)CC1	0.8	-10%	-2%	-0.1	-1	0%	-4	2	-9%
Cc1ccc(C(=O)CSc2nc(N)cc(=O)[nH]2)cc1C	·	-18%	5%	0.0	0	4%	·	-3	7%
COc1ccccc1N(CC(=O)NCCN1CCOCC1)S(=O)(=O)c1ccccc1	0.2	?	4%	0.2	0	-18%	12	-2	24%
COc1ccc(N(C(=O)c2cnccn2)C(C(=O)NC2CCCCC2)c2ccccc2)cc1 (stereo unspecified)	-2.8	9%	-5%	0.2	17	?	8	-1	-1%
O=C(Nc1cccc(NC(=O)c2ccco2)c1)c1ccc([N+](=O)[O-])cc1	0.1	-9%	-10%	0.2	-5	0%	-3	8	21%[57.1 µM]
Cc1ccccc1NC(=O)Cn1c(=O)n(CCCCC(=O)NCc2ccccc2Cl)c(=O)c2ccccc21	-0.3	-6%	0%	-1.8	-2	15%	·	3	23%
O=C(NCc1ccccc1)C12CC3CC(CC(Br)(C3)C1)C2	-0.5	1%	0%	-0.4	3	-4%	9	-1	7%
O=C(CN1CCN(Cc2ccc(F)cc2)C1=O)NC1CCCC1	-0.3	-10%	-1%	0.0	4	-8%	-5	1	8%
CCOC(=O)C1=C(C(F)(F)F)Nc2ncnn2C1c1cc(OC)c(OC)cc1OC (stereo unspecified)	-1.2	-19%	-2%	-1.4	-5	1%	24	-12	-6%
CN(CC(=O)Nc1ccc(N2CCOCC2)cc1)C(=O)c1cccc(Cl)c1Cl	-0.1	-22%	-12%	0.1	-3	3%	-10	3	-6%
CN1CCN(C(=O)C2=C[C@H](c3coc4ccccc4c3=O)C[C@H](OCCCCO)O2)CC1	-0.1	-12%	1%	0.1	-1	6%	0	-4	4%
COc1ccc(NC(=O)C/C(C)=N/NC(=O)c2cnccn2)cc1	1.2	-23%	2%	0.5	-4	8%	-31	6	?
O=C(COc1ccc(S(=O)(=O)NC2CCCC2)cc1)NCC1CCCO1 (stereo unspecified)	1.4	-22%	6%	0.5	0	1%	8	5	17%
NC(=O)c1nsc(C(=O)N(c2ccc(Cl)cc2)C(C(=O)NCC2CCCO2)c2cccs2)c1N (stereo unspecified)	0.7	-18%	15%	1.1	-6	-20%	18	-5	5%
O=C(Nc1ccc(S(=O)(=O)Nc2nccs2)cc1)c1ccc(F)cc1	-3.2	-6%	6%[57.1 µM]	1.0	-1	-3%	8	-6	10%[57.1 µM]
CCOc1cc(NC(=S)NCC2CCCO2)c(OCC)cc1NC(=O)c1ccccc1F (stereo unspecified)	2.2	1%	-1%[57.1 µM]	-0.2	4	-5%	4	7	24%[57.1 µM]
COc1ccccc1CNC(=O)c1ccc2c(c1)N(Cc1cc(C)ccc1C)C(=O)c1ccccc1S2	0.8	-16%	-1%[57.1 µM]	1.0	3	1%	·	-1	14%[57.1 µM]
CCOc1ccc(N(CC(=O)NCC(C)C)S(C)(=O)=O)cc1	·	-14%	-2%	-0.3	-4	6%	·	-1	3%[11.4 µM]
CCc1sc(N(C(=O)Cc2ccccc2)c2ccccc2F)nc1-c1ccc(C)cc1	0.8	?	0%	0.4	3	-7%	-6	-1	9%
COC(=O)c1c(NC(=O)CCNCc2ccco2)sc2c1CCC2	0.3	-20%	1%	-0.4	6	0%	-28	-2	-1%
CC(=O)Nc1ccc(S(=O)(=O)N/N=C/c2ccc(C)s2)cc1	-0.7	-4%	-8%	0.0	-1	5%	-20	1	-8%
CCOc1ccc(CCNC(=O)c2ccc(CS(=O)Cc3ccccc3Cl)o2)cc1 (stereo unspecified)	-0.5	-3%	-7%	0.0	-3	-7%	-5	-13	-1%
O=C(Nc1ccc(S(=O)(=O)NC2CCCCC2)cc1)c1ccco1	-1.7	-19%	-9%	-2.1	1	-2%	-17	4	-12%

An excerpt of these results, with two lines to a compound.
Each structure is followed by: D2 agonist	USP1 inh	TrxR1 substrate	TRHR agonist	PI4K2A inh	mIDH1 inhibitor	D2 antag	TRHR enhancer	TrxR1 inh
> NC(=O)c1nsc(C(=O)N(c2ccc(Cl)cc2)C(C(=O)NCC2CCCO2)c2cccs2)c1N (stereo unspecified)
 : 0.7	-18%	15%	1.1	-6	-20%	18	-5	5%
> O=C(Nc1ccc(S(=O)(=O)Nc2nccs2)cc1)c1ccc(F)cc1
 : -3.2	-6%	6%[57.1 µM]	1.0	-1	-3%	8	-6	10%[57.1 µM]
> CCOc1cc(NC(=S)NCC2CCCO2)c(OCC)cc1NC(=O)c1ccccc1F (stereo unspecified)
 : 2.2	1%	-1%[57.1 µM]	-0.2	4	-5%	4	7	24%[57.1 µM]
> COc1ccccc1CNC(=O)c1ccc2c(c1)N(Cc1cc(C)ccc1C)C(=O)c1ccccc1S2
 : 0.8	-16%	-1%[57.1 µM]	1.0	3	1%	·	-1	14%[57.1 µM]
> CCOc1ccc(N(CC(=O)NCC(C)C)S(C)(=O)=O)cc1
 : ·	-14%	-2%	-0.3	-4	6%	·	-1	3%[11.4 µM]
> CCc1sc(N(C(=O)Cc2ccccc2)c2ccccc2F)nc1-c1ccc(C)cc1
 : 0.8	?	0%	0.4	3	-7%	-6	-1	9%
> COC(=O)c1c(NC(=O)CCNCc2ccco2)sc2c1CCC2
 : 0.3	-20%	1%	-0.4	6	0%	-28	-2	-1%
> CC(=O)Nc1ccc(S(=O)(=O)N/N=C/c2ccc(C)s2)cc1
 : -0.7	-4%	-8%	0.0	-1	5%	-20	1	-8%
> CCOc1ccc(CCNC(=O)c2ccc(CS(=O)Cc3ccccc3Cl)o2)cc1 (stereo unspecified)
 : -0.5	-3%	-7%	0.0	-3	-7%	-5	-13	-1%
> O=C(Nc1ccc(S(=O)(=O)NC2CCCCC2)cc1)c1ccco1
 : -1.7	-19%	-9%	-2.1	1	-2%	-17	4	-12%

Additional records
SMILES	D2 agonist	USP1 inh	TrxR1 substrate	TRHR agonist	PI4K2A inh	mIDH1 inhibitor	D2 antag	TRHR enhancer	TrxR1 inh
O=C(NCC1CCCO1)c1ccc(NC(=O)C2CCCCC2C(=O)O)cc1 (stereo unspecified)	-0.6	-14%	-4%[57.1 µM]	0.1	4	7%	3	-7	5%[57.1 µM]
Cc1ccnc(NC(=O)CCC(=O)N(CC(=O)NC2CCCCC2)CC2CCCO2)c1 (stereo unspecified)	-0.4	-6%	-1%	0.1	-5	2%	5	-5	-1%
COc1ccc(C2=NN(C)C(=NCc3ccccc3)SC2)cc1	-0.1	-6%	-11%	0.1	3	-1%	10	-4	-14%
Cc1nc(Oc2ccc(F)cc2Cl)c2oc3ccccc3c2n1	0.1	?	-3%[57.1 µM]	0.0	-1	-13%	·	-3	11%[57.1 µM]
COc1ccc2[nH]c(C)c(CCNC(=S)Nc3ccc(F)cc3)c2c1	·	-19%	-10%	0.1	1	7%	·	-2	-16%
CCN(CC)c1ccc(NS(=O)(=O)c2cn(C)c(=O)n(C)c2=O)c(C)c1	1.2	-26%	7%[57.1 µM]	0.0	-5	3%	16	2	12%[57.1 µM]

High-throughput results: PubChem, National Center for Advancing Translational Sciences (NCATS)
